Source: PubChem
SR-BI uptake up: enhances SR-BI lipid uptake from DiI-HDL; CHO ldlA[mSR-BI] cells, DiI-HDL uptake fluorescence, 3 h; 100 = double the neutral-control signal; activation, % at 12.5 µM; hit rate 0.096% among 320,000; AID 504775;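 active means mean replicate activation of at least 60% and every replicate at or above 60%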;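 further: 0% = median plate neutral-control signal and 100% = twice that signal; values of inactives mirror those of a sister screen read the other way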
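Assay system: LDL receptor-deficient CHO ldlA cells overexpressing murine SR-BI / Medium: BSA-supplemented, HEPES-buffered Ham's F12, pH 7.4 / Probe or stimulus: DiI-labelled HDL at 10 µg/mL final / Timing: compound with DiI-HDL co-incubation, 3 h at 37 °C / Technique: bottom-read cell fluorescence after medium removal, ex 550/em 595 nm / Measure: HDL uptake via cellular fluorescence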
SR-BI DiI inh: blocks mouse SR-BI lipid uptake from DiI-HDL; Q61009; ldlA[mSR-BI] CHO cells, DiI-HDL uptake fluorescence, 3 h; inhibition, % at 12.5 µM; hit rate 0.96% among 320,000; AID 488896;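 active means mean replicate inhibition of at least 70% and a set share of replicates each scoring 70 or more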;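 further: 0% = median of neutral control wells and 100% = median of positive control wells; values of inactives mirror those of a sister screen read the other way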
Rtt109 HAT inh: blocks Candida albicans Rtt109/Vps75 acetyltransferase activity; Q5AAJ8; purified Rtt109/Vps75, ThioGlo CoA-SH fluorescence, 4 h; inhibition, % at 34.9 µM; hit rate 0.16% among 330,000; AID 540336;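 active means inhibition of at least 50% in every replicate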
Target sequence (Q5AAJ8 whole entry, looked up): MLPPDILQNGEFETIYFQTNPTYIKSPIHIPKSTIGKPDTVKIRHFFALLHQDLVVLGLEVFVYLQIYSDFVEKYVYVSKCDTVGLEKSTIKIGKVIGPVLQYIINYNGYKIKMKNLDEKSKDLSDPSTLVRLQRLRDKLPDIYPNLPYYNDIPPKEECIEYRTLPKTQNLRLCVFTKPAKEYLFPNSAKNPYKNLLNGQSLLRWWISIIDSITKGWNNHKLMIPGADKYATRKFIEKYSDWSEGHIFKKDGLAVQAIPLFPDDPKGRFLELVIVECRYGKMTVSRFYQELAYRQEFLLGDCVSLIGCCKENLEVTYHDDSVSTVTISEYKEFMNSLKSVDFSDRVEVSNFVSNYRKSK
Wnt act: activates Wnt/beta-catenin signaling in a reporter cell assay; hit rate 1.2% among 300,000; AID 743398; activation, % at 9.35 µM; activator, plate reader; in the data active means activation above about 30%, passing the limit was not always enough;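 further: 0% = neutral control wells and 100% = positive control wells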
HTR5A ag: activates human HTR5A in OPRM1-OPRD1 agonist counter-screen. P47898. HTR5A agonist assay, luminescence, cell-based. activation, % at 9.3 µM. hit rate 0.61% among 340,000. AID 504692; in the data active means activation mostly above about 9.5%, no sharp cut-off; inactive means mostly below about 7.6%;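 further: 0% = cells with vehicle only and 100% = reference agonist; strong numbers were not always called active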
Target sequence (P47898 whole entry, looked up): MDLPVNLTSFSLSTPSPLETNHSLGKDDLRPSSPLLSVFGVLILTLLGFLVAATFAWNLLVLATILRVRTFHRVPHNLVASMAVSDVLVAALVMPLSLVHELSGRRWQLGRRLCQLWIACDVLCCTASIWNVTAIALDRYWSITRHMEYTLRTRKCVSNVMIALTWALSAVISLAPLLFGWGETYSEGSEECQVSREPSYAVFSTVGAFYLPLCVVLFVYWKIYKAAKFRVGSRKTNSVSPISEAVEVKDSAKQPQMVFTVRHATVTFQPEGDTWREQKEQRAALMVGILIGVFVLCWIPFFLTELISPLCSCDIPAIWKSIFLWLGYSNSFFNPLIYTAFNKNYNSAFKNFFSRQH
dFosB act: activators of mouse delta FosB homodimer; purified delta FosB, TAMRA-CDK5 oligo fluorescence polarization; percent of positive-control signal above neutral wells; activation, % at 25 µM; P13346; AID 493131; hit rate 0.99% among 340,000;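 active means mean activation above about 17%, with every replicate also reaching it, limit read from the data, passing the limit was not always enough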;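 further: fluorescence polarization rise as delta FosB binds a TAMRA Cdk5 AP-1 oligo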
Target sequence (P13346 whole entry, looked up): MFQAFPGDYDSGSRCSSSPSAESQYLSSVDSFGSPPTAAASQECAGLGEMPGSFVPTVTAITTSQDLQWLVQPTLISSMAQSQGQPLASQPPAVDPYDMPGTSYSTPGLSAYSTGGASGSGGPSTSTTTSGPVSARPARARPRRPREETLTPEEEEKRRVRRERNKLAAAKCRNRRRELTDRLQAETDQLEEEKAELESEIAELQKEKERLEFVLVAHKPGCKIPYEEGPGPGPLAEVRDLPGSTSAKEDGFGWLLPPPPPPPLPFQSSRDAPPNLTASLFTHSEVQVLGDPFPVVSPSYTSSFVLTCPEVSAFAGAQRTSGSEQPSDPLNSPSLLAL
CDK5 p35 inh: inhibitors of human CDK5/p35 kinase; Q00535+Q15078; hit rate 0.01% among 330,000; inhibition, % at 10 µM; AID 488839; Recombinant CDK5/p35, ADP-Glo luminescence, 60 min;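 active means highest replicate inhibition of at least 50% and at least 75% of replicates reaching 50%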;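 further: plate controls were DMSO neutral control for no effect and GW8510 at 10 µM for full effect; many of its hits are not listed in these tables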
PvdQ inh: P. aeruginosa PvdQ acylase inhibition | hit rate 0.063% among 340,000 | inhibition, % at 10 µM | AID 488965 | purified PvdQ acylase, fluorescence plate reader; in the data active means inhibition above about 30%, passing the limit was not always enough;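 further: 0% = vehicle neutral wells and 100% = reference inhibitor wells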
cardiac RTF act: increases calcium sensitivity of human cardiac regulated thin filaments; hit rate 0.24% among 340,000; activation, % at 7.2 µM; IANBD-labeled TnC RTF fluorescence at EC20 calcium; 0% EC20 calcium, 100% full calcium; AID 493008; P19429+P45379;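 active means activation above the mean over all tested compounds plus 3 SD, cut at about 30% in these data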;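 further: rise in fluorescence read as greater calcium sensitivity of cardiac thin filaments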
MITF TRPM1 HTS: activators of MITF-driven TRPM1 promoter activity in SK-MEL-5 cells; SK-MEL-5 TRPM1-promoter luciferase, 24 h; % of positive control, neutral wells = 0; activation, % at 12.5 µM; hit rate 0.75% among 300,000; AID 588334;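 active means mean activation of at least 80% with every replicate also reaching 80%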;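 further: 0% = neutral control wells and 100% = parthenolide positive control wells; values of inactives mirror those of a sister screen read the other way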
Active calls of the source: *; . = not tested or not shown.

SMILES	SR-BI uptake up	SR-BI DiI inh	Rtt109 HAT inh	Wnt act	HTR5A ag	dFosB act	CDK5 p35 inh	PvdQ inh	cardiac RTF act	MITF TRPM1 HTS
COc1ccc(CC(=O)Nc2ccc(NC(=O)c3ccc(Br)cc3)cc2)cc1OC	-12	12	0	-3	-1	2	2.5	-15	1	-16
NC(=O)c1ccccc1NS(=O)(=O)Cc1ccccc1	-4	4	-8	-1	2	0	0.9	2	-4	-5
N#C/C(=C/c1ccc(N2CCCCC2)o1)C(=O)Nc1ccc2ccccc2c1	-23	23	.	-4	1	-17	-0.4	3	166*	55
Cc1onc(-c2c(Cl)cccc2Cl)c1NC(=O)NN(C)C	10	-10	-2	-2	5	7	3.1	7	-8	-1
Cc1cc(Cl)ccc1NC(=O)CN1CCC(C(O)(c2ccccc2)c2ccccc2)CC1	-10	10	5	.	-4	-11	-2.0	-9	3	60
O=C(COC(=O)C1CCC1)NCc1ccc(F)cc1	42	-42	-6	1	2	-8	0.4	-4	-7	2
O=C(NCc1ccccc1F)c1cc(=O)[nH]c2ccccc12	10	-10	4	-2	-1	0	0.2	15	-3	3
c1ccc(-c2csc3ncnc(NCCCN4CCOCC4)c23)cc1	4	-4	3	.	8	-1	-0.5	-12	-1	-9
COc1ccc2nc(SCC(=O)Nc3cc(OC)c(OC)cc3C(=O)O)c(C)cc2c1	8	-8	12	-3	0	-5	-1.1	0	0	2
CC(OC(=O)C1CCCCC1)c1nc2ccccc2[nH]1 (stereo not drawn)	40	-40	2	-1	7	0	.	-7	-6	-3
COc1cc(OC)c(C(=O)OCC(=O)NC2CCCCCCC2)cc1OC	-10	10	4	-6	-1	-3	-2.6	-12	4	-3
O=C(CNC(=O)c1ccccc1Cl)N/N=C/c1ccc2c(c1)OCO2	1	-1	0	2	-2	-5	1.6	9	0	11
CC(C)(C)[C@H]1COC(=O)CCCC/C=C\C[C@H](CC(=O)NCCO)C(=O)N1	32	-32	3	-1	1	-1	-0.1	-6	-4	12
CCOc1cc(NC(=O)c2cccs2)c(OCC)cc1NC(=O)CCC(=O)NCCN1CCOCC1	4	-4	3	0	2	-2	0.5	-7	-3	1
COc1ccc2c(=O)c3c(=O)n(Cc4ccco4)c(C(C)C)nc3oc2c1	-1	1	2	-4	2	-12	0.1	-1	-4	2
O=C(CN1CCN(S(=O)(=O)c2ccccc2)CC1)NCCc1ccccc1	-9	9	-9	-2	-2	-3	-1.4	-4	-7	1
CCOc1ccc2[nH]c(=O)c(C(c3nnnn3CC3CCCO3)N3CCc4ccccc4C3)cc2c1 (stereo not drawn)	-8	8	-11	-7	-4	-22	-1.3	-15	1	.
COC(=O)c1c(NC(=O)CN2CCN(S(=O)(=O)c3ccccc3[N+](=O)[O-])CC2)sc2c1CCC(C)C2 (stereo not drawn)	-30	30	-4	.	-2	-5	1.1	-5	-17	15
CCN1C(=O)[C@H]2[C@@H](c3ccc(-c4ccc(OC)cc4)cc3)N[C@@](C)(C(=O)OC)[C@H]2C1=O	19	-19	-6	-2	-1	-14	-0.9	-18	6	-5
CCN1CCN(C(=O)C(=O)c2cn(CC(=O)N3CCCC3)c3ccccc23)CC1	1	-1	-4	-1	6	-2	0.0	-13	3	-1
CN1CCN(C(=O)c2cc3sccc3n2CC(=O)c2ccccc2)CC1	15	-15	4	.	1	-4	-1.6	-8	-4	-4
CCOC(=O)C1=C(CNCCc2ccc(Cl)cc2)NC(=O)NC1c1ccc2c(c1)OCO2 (stereo not drawn)	-38	38	6	-2	11	-3	0.8	-12	-1	-2
CC(C)Cc1ccc(C(C)NC(=O)c2ccc(=O)[nH]c2)cc1 (stereo not drawn)	7	-7	-8	-2	4	1	0.2	-16	2	-4
COC(=O)[C@]1(C)N[C@H](CN(C)C(=O)Nc2ccc(F)cc2)[C@@H]2C(=O)N(C)C(=O)[C@@H]21	-15	15	-10	-3	0	4	-3.1	-1	-2	9

An excerpt from above in order of number of heavy atoms, rising:
SMILES	SR-BI uptake up	SR-BI DiI inh	Rtt109 HAT inh	Wnt act	HTR5A ag	dFosB act	CDK5 p35 inh	PvdQ inh	cardiac RTF act	MITF TRPM1 HTS
O=C(COC(=O)C1CCC1)NCc1ccc(F)cc1	42	-42	-6	1	2	-8	0.4	-4	-7	2
CC(C)Cc1ccc(C(C)NC(=O)c2ccc(=O)[nH]c2)cc1 (stereo not drawn)	7	-7	-8	-2	4	1	0.2	-16	2	-4
COC(=O)c1c(NC(=O)CN2CCN(S(=O)(=O)c3ccccc3[N+](=O)[O-])CC2)sc2c1CCC(C)C2 (stereo not drawn)	-30	30	-4	.	-2	-5	1.1	-5	-17	15

More results.
SMILES	SR-BI uptake up	SR-BI DiI inh	Rtt109 HAT inh	Wnt act	HTR5A ag	dFosB act	CDK5 p35 inh	PvdQ inh	cardiac RTF act	MITF TRPM1 HTS
O=C(NCCc1c[nH]c2ccccc12)C(=O)NCC(c1cccnc1)N1CCN(c2ccccc2)CC1 (stereo not drawn)	-29	29	3	-2	23*	-3	-0.6	-11	-2	-37
COc1ccc(-c2c([C@H]3[C@H]4C=CC[C@@H](C)[C@@H]4C(=O)N3Cc3ccccc3)ccc3ccccc23)cc1	41	-41	2	-16	4	-4	-1.5	-12	1	-18
CCC(NS(=O)(=O)c1ccc(C)cc1)C(=O)Nc1ccc(NC(C)=O)cc1 (stereo not drawn)	4	-4	17	-3	-8	3	-0.2	-8	-1	-6
CC(C)(C)[C@H]1CCC(=O)N([C@H](CC#N)Cc2ccccc2)CC1	-4	4	-9	0	-4	-11	0.4	-10	-4	10
CCCCNC(=O)COC(=O)CNC(=O)c1cc(Cl)cc([N+](=O)[O-])c1	8	-8	-5	-1	-4	-1	-0.9	-14	0	-6
COC(=O)C1CCN(C(=O)Cn2nnc(-c3ccccc3)n2)CC1	.	.	13	1	3	1	-0.9	2	-2	3
Cn1c(Cc2nc(-c3cnccn3)no2)nnc1SCC(=O)Nc1ccccc1	-5	5	2	1	4	7	1.0	-8	6	-9
O=C(N/C(=C\c1ccco1)C(=O)N1CCCCC1)c1ccc([N+](=O)[O-])cc1	27	-27	1	-8	12	-1	-9.2	-5	0	.
Cc1cc(NC(=O)c2cc(-c3ccco3)on2)no1	10	-10	3	.	4	0	-3.4	25	11	8
C=CCOc1c2ccc(C(=O)NCc3ccccc3OC)cc2nn1C	-38	38	4	2	0	5	-1.3	-2	-2	2
COc1ccc2cc(S(=O)(=O)Nc3ccccn3)ccc2c1	4	-4	20	2	7	-9	2.6	8	-3	-2
COc1cccc(C2/C(=C(\O)c3ccc4c(c3)OCCO4)C(=O)C(=O)N2c2nnc(C)s2)c1 (stereo not drawn)	36	-36	4	1	4	-2	.	-5	-2	-5
COc1ccccc1NC(=O)c1ccc(S(=O)(=O)N(C)c2ccccc2)cc1	-21	21	11	-1	0	-6	1.1	-1	-3	5
Cc1cc(=O)oc2cc(OCC(=O)NCCN3CCOCC3)ccc12	6	-6	-7	-2	-2	-6	-0.4	-11	2	-10
O=C(C1=C(O)C(=O)N(CCN2CCOCC2)C1c1ccc(F)cc1)c1cccs1 (stereo not drawn)	17	-17	1	-1	1	3	-0.3	-15	1	-11
CC(c1ccco1)N(C(=O)c1ccccc1NS(=O)(=O)c1ccc(Cl)c([N+](=O)[O-])c1)c1ccccn1 (stereo not drawn)	9	-9	-10	1	1	-3	-3.5	-6	-5	-1
COc1ccc(NC(=O)CSc2nnc(-c3cccs3)n2-c2ccccc2)cc1	.	.	-16	.	1	7	1.1	-18	-2	1
C=CCSc1nnc(N2C(=O)C(O)=C(C(=O)c3ccco3)C2c2ccc(F)cc2)s1 (stereo not drawn)	17	-17	6	0	5	1	.	-2	7	-1
Cc1csc(NC(=O)CSc2nnc(-c3ccc(S(=O)(=O)N4CCCC4)cc3)o2)n1	-18	18	-23	-3	-1	-1	-0.6	-7	10	-3
O=C(CN1CCN(S(=O)(=O)c2ccc(F)c(Cl)c2)CC1)N1CCc2ccccc21	5	-5	9	-2	4	-9	-1.3	-16	-1	2
O=c1[nH]c2ccccc2nc1/C=C/c1ccc(F)cc1	-10	10	-2	-1	-2	-8	-0.5	-10	17	47
COc1cc(/C=C/C(=O)OCC(=O)NC(=O)NC(C)(C)C)cc(OC)c1OC	-59	59	9	-4	2	-7	-1.1	-8	1	5
Cc1cccc2cc(C3CC(c4ccco4)=NN3C(=O)CCC(=O)O)c(Cl)nc12 (stereo not drawn)	30	-30	9	.	0	7	3.2	3	0	7
Cn1c(N)c(C(=O)COC(=O)COc2cc(Cl)c(Cl)cc2Cl)c(=O)n(C)c1=O	5	-5	-1	-1	4	6	0.0	-10	-2	1
O=C(C[C@@H]1C/C=C\C[C@H](Cc2ccc(F)cc2)C(=O)OC[C@@H]2CCCN2C1=O)N[C@H](CO)Cc1ccccc1	-13	13	17	8	1	-2	-1.6	6	-2	7
CCOC(=O)CSc1nnc(CNc2ccccc2Cl)n1-c1ccccc1	-1	1	1	3	1	-7	-0.9	-11	9	.
Cc1ccccc1Nc1nc(N)nc(COC(=O)c2cccn2C)n1	1	-1	0	66*	0	-7	-1.8	-25	4	.
Cc1ccc(N2C(N)=C(C#N)C3(C(=O)N(C)c4ccccc43)C3=C2CC(C)(C)CC3=O)cc1Cl (stereo not drawn)	19	-19	2	.	-2	-18	0.3	-13	-1	-8
O=C(Cc1csc(Nc2nc(=S)[nH]c3ccccc23)n1)NCCCN1CCN(c2ccccc2F)CC1	-21	21	17	-6	-6	20*	0.9	7	-1	-67
O=C1C=C(Nc2cccc3cccnc23)c2ccccc2C1=O	11	-11	0	-1	2	-13	1.2	-5	0	.
CC[C@@]1(O)C(=O)OCc2c1cc1n(c2=O)Cc2cc3c(N)cccc3nc2-1	12	-12	0	-18	2	3	0.3	2	-1	-80
CCCCn1nc2cc(C(=O)NCc3ccc(OC(F)(F)F)cc3)ccc2c1OC	-12	12	5	1	-2	2	0.8	0	5	-7
COc1ccc(CC(=O)Nc2nc3ccccc3[nH]2)cc1	-11	11	-9	5	8	-1	3.9	10	-2	8
Cc1cc(C)cc(NC(=O)C(Nc2ccccc2)c2ccccc2)c1 (stereo not drawn)	-2	2	-4	-4	12*	-5	0.1	-19	-4	-6
CC(=O)Nc1ccccc1OCC(=O)NCCC1=CCCCC1	-2	2	-2	1	-2	-6	-1.0	-11	2	-16
COCCNC(=O)CCCn1c(=O)c2cc(OC)c(OC)cc2n(CC(=O)c2cccc(OC)c2)c1=O	.	.	20	-3	7	-10	1.0	-2	-3	-2
Cc1ccc(S(=O)(=O)NC2=C(N3CCN(Cc4ccccc4)CC3)C(=O)c3ccccc3C2=O)cc1	-27	27	4	.	3	-4	0.5	0	-18	-39
CC(C)Cc1nnc(NC(=O)CCC(=O)N2CCN(S(=O)(=O)c3ccccc3)CC2)s1	-19	19	-1	-7	3	3	-1.5	0	2	-10
O=C(CNS(=O)(=O)c1ccccc1F)NNC(=O)c1ccc(Br)cc1	8	-8	.	2	-2	-8	0.7	19	-3	-1
Cn1nnnc1SCCNCc1cccnc1	26	-26	4	.	2	3	-3.7	-14	-6	-7
Cc1ccc(/C(=N\S(=O)(=O)c2ccc(Br)cc2)Nc2ccccc2C)cc1	33	-33	-7	17	7	-5	2.1	-15	4	-7
